Rac1 GTP hydrolysis = MgcRacGAP GTPase-activating activity inhibitors, confirmation, biochemical, ADP Hunter fluorescence | MgcRacGAP-stimulated Rac1 GTP hydrolysis, ADP Hunter fluorescence; higher % means a stronger effect; GST-tagged Rac1 F28L mutant substrate | AID 624330 | one-dose inhibition, % at 30 µM; IC50 in µM for titrated hits | 340,000 tested, 0.6% active;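 active = first-screen hits whose inhibition reached a set limit at any dose in the follow-up dose series; inconclusive = inhibition above the set first-screen limit but never retested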;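 note: fluorescence reports GDP produced by GAP-driven GTP hydrolysis; strong numbers were not always called active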
Salmonella PhoP GFP = inhibitors of PhoP regulon expression, primary screen, Salmonella Typhimurium, GFP reporter (AID 1863) | 300,000 tested, 0.16% active | S. Typhimurium PhoP-regulated promoter GFP reporter, 4 h; higher % means a stronger effect | inhibition, % at 50 µM, or IC50 in µM where a hit was titrated;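 active = inhibition over 29.93%, a cutoff 3 SD above the screen mean, later confirmed by dose response; inconclusive = inhibition over 29.93% but no dose response follow-up; inactive = inhibition at most 29.93% or unconfirmed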;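 note: 0% = low Mg2+ inducing control and 100% = high Mg2+ repressing control; strong numbers were not always called active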
K1F lysis inhibition = inhibition of K1F phage lysis, E. coli UTI89, bacterial capsule biogenesis inhibitors, alamar blue (AID 488966) | inhibition, % at 100 µM, or IC50 in µM where a hit was titrated | 340,000 tested, 0.02% active | E. coli UTI89 K1F phage lysis, alamar blue, 2 h; higher % means a stronger effect;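 active = phage lysis inhibition, versus mean bacterial control, above a set limit; inconclusive = no clear call, values can overlap the other calls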;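 note: capsule biogenesis inhibitors block K1F phage lysis so surviving cells raise fluorescence; higher fluorescence means more inhibition of phage lysis; actives were called in the ten point dose series up to 300 µM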
NTR1 agonist = NTR1-driven beta-arrestin-GFP spot formation – imaging, U2OS cells, high content, primary screen (AID 493036) | 330,000 tested, 0.17% active | P30989 | activation, % at 20 µM | agonist mode;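 active = activation at or above 40% of the spot to cytoplasm intensity ratio, with at least 20 cells analyzed; inconclusive = wells under 20 cells, flagged as cytotoxic or low count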;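 note: 0% = DMSO without peptide and 100% = 100 nM NTR1 peptide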
Target sequence (P30989 whole entry, looked up): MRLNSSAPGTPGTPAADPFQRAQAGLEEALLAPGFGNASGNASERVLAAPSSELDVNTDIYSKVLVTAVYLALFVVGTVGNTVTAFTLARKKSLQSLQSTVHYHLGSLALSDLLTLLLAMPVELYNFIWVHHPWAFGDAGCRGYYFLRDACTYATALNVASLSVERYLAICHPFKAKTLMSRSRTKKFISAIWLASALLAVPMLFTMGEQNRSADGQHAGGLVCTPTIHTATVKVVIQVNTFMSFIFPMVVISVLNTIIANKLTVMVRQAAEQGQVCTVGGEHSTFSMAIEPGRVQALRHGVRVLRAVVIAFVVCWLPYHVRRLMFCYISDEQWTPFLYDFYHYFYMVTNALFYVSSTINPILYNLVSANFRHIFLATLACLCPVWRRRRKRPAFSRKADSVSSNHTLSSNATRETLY
West Nile virus CPE = inhibition of WNV-induced cytopathic effect – cell-based, CPE readout (AID 1621); West Nile virus-infected cells, CPE inhibition; higher % means a stronger effect; one-dose CPE inhibition, % at 10 µM; IC50 in µM for titrated hits; 290,000 tested, 0.02% active; in the data active = a potency from the dose series; inconclusive = CPE inhibition mostly from about 3.7% at the one dose, without a potency; inactive = the rest, 99 in 100 with CPE inhibition below about 2.2%; note: strong numbers were not always called active
Dengue-2 NS5 capping = Dengue-2 NS5 methyltransferase inhibitors, primary screen, biochemical, confirmation dose response (AID 588689) | 340,000 tested, 0.3% active | one-dose inhibition, % at 25 µM; IC50 in µM for titrated hits | Dengue-2 NS5 methyltransferase capping enzyme assay, biochemical; higher % means a stronger effect; in the data active = a potency from the dose series; inconclusive = inhibition above about 29% without an active follow-up result
RSV CPE inhibition = inhibition of RSV-induced cytopathic effect – HEp-2 cells, primary 10 µM value included (AID 2391) | HEp-2 cells, RSV-induced CPE inhibition; higher % means a stronger effect | 310,000 tested, 0.13% active | CPE inhibition, % at 10 µM, or IC50 in µM where a hit was titrated; in the data active = a potency from the dose series; inconclusive = CPE inhibition mostly from about 23% at the one dose, without a potency; inactive = the rest, 99 in 100 with CPE inhibition below about 21%; note: strong numbers were not always called active
Large T inhibition = TAg ATPase/helicase activity blockers – biochemical (AID 1903) | SV40 large T antigen ATPase/helicase inhibition assay; higher % means a stronger effect | inhibition, % at 20 µM; hits with a dose series show IC50 in µM | 310,000 tested, 0.39% active; in the data active = a potency from the dose series; inconclusive = inhibition mostly from about 32% at the one dose, without a potency; inactive = the rest, 99 in 100 with inhibition below about 32%; note: strong numbers were not always called active
T cell HTS = modulates CD8 T cell binding to vesicles | AID 2052 | 330,000 tested, 0.068% active | calls only at 7 µM | 2C CD8+ T cell-vesicle binding, flow cytometry; hits give low values;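 active = response, share of CD8 T cells binding vesicles, and their 90th percentile fluorescence all below set limits, cut at about 80% in these data, passing the limit was not always enough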
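material = purified 2C TCR transgenic mouse naive CD8+ T cells | controls = Unloaded micro-vesicles (low), QL9 vesicles with 0.7% DMSO (high) | detection = cytometric PE anti-B7-1 and Alexa647 anti-CD8 signals after 1% paraformaldehyde fixation | incubation = binding step 1.5 h, 37 °C, antibody labelling 20 min, ice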
T cell HTS vesicle-bound % = also measured in T cell HTS; calls as there; double positive events, %; measured here: CD8+ vesicle-bound cell fraction;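 binding gate set so that unloaded-vesicle control wells show 10% double positive cells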
NTR1 agonist cell count 20 µM = further read-out of NTR1 agonist, marked with its call; cell count; measured here: cell count, cytotoxicity flag
Dengue-2 NS5 capping pilot replicate = also measured in Dengue-2 NS5 capping; calls as there; inhibition, %; measured here: pilot screen replicate inhibition
Active calls of the source: *; i = inactive; ? = inconclusive; . = no result given; [ ] = dose if it differs, or a comment.

SMILES	Rac1 GTP hydrolysis	Salmonella PhoP GFP	K1F lysis inhibition	NTR1 agonist	NTR1 agonist cell count 20 µM	West Nile virus CPE	Dengue-2 NS5 capping	RSV CPE inhibition	Large T inhibition	T cell HTS	T cell HTS vesicle-bound %	others
Cc1cc(C)cc(NC(=O)CCc2c(C)nn(-c3ccc(N4CCOCC4)nn3)c2C)c1	12%	-8%	0.1%	-0.7	51	0.9%	5%	2.4%	2%	i	15
Cc1ccc(S(=O)(=O)N(C)S(=O)(=O)c2ccc(C#N)cc2)cc1	.	-5%	.	1.4	52	-0.7%	.	1.6%	5%	i	26
COCCNC(=O)C(=O)N/N=C(\C)CC(=O)Nc1ccc2c(c1)OCO2	5%	-5%	-0.1%	-0.6	30	-0.1%	-9%	2.0%	12%	i	4
O=C(COC(=O)CNC(=O)c1ccccc1F)Nc1ccc2[nH]c(=O)[nH]c2c1	5%	-1%	1.1%[50 µM]	0.0	50	.	-2%	2.0%	11%	i	39
CC1(C)Cc2c(sc3nc(-c4ccccc4)oc(=O)c23)CO1	6%	-14%	2.7%[50 µM]	0.6	57	-0.2%	0%	1.8%	-1%	i	18
COc1ccc(C(C(=O)NC2CCCCC2)N(C(=O)c2sc(C)nc2C)c2ccc(C(C)=O)cc2)cc1 (centres undefined)	10%	1%	0.1%	0.3	60	-1.0%	-3%	1.8%	1%	i	31
NNC(=O)Cn1nnc(-c2ccc(C(F)(F)F)cc2)n1	.	-11%	.	0.6	33	0.2%	.	22%	5%	i	58
COc1cccc(N2CC(NS(=O)(=O)c3cccs3)CC2=O)c1 (centres undefined)	11%	2%	1.4%[50 µM]	2.0	58	.	-3%	1.4%	0%	i	33
COC(=O)c1ccc(CSc2nnc(C)n2N)o1	0%	0%	0.8%	-0.2	60	0.6%	-5%	-0.2%	-2%	i	46
CC(=O)C[C@H](O)CC(=O)[C@H]1OC(=O)CC/C=C\Cc2ccccc21	5%	.	-0.1%	-1.2	55	.	-5%	0.0%	.	i	26
O=C(CCNC(=O)c1ccco1)NCc1ccccc1	-3%	16%	0.3%	0.7	55	0.9%	1%	0.1%	29%	i	29
Cc1cc(NC(=O)CSC2=Nc3ccccc3C3=NC(Cc4ccccc4)C(=O)N23)n[nH]1 (centres undefined)	9%	1%	1.2%	0.4	64	-0.3%	-8%	1.2%	7%	i	23
COc1nc(OC)nc(N2CCC(C(=O)NC3CCCCCC3)CC2)n1	7%	-2%	0.3%	0.0	99	-1.3%	-5%	14%	10%	i	40
c1ccc(N2CCN(c3nc(NCc4ccco4)c4ccccc4n3)CC2)cc1	6%	16%	-0.3%	28	54	-0.5%	-1%	-2.4%	0%	i	2
CC(=O)N(C(C)=O)N1C(=O)C2C3c4ccccc4C(c4ccccc43)C2C1=O (centres undefined)	8%	6%	0.6%	-0.3	38	0.3%	54µM*	2.7%	38%	i	36
Cc1cccc(N2C(=O)CC(SC(N)=Nc3ccccc3)C2=O)c1 (centres undefined)	11%	-7%	0.2%	1.7	43	-1.1%	-16%	5.7%	-1%	i	33
O=c1c2ccccc2[nH]c(=S)n1CC1CCCO1 (centres undefined)	5%	.	0.5%	-0.3	61	0.0%	1%	0.6%	.	i	60
Cc1ccc2cc(/C=C3\N=C(c4ccccc4)OC3=O)c(N3CCOCC3)nc2c1	.	-8%	.	-1.9	68	-0.2%	.	1.3%	4%	i	69
O=C(Nc1ccc(N2CCOCC2)cc1N1CCOCC1)c1ccccc1	4%	.	2.4%	-1.4	51	.	-5%	.	.	i	36
Cc1ccc(S(=O)(=O)N2CCN(C(=O)COC(=O)CCOc3ccccc3C)CC2)cc1	-5%	-5%	-0.4%[50 µM]	2.1	54	.	-5%	0.4%	29%	i	47
NNC(=O)[C@@H]1C[C@@H]1c1ccccc1	9%	7%	0.1%	2.0	88	0.1%	1%	3.0%	7%	i	60
CCCCCC(=O)Nc1ccc(-c2cn3cccnc3n2)cc1	6%	2%	0.4%	-0.4	48	2.0%	-4%	2.4%	-4%	i	27
CCC1CCCCN1C(=O)CSc1nc(N)c(NC(=O)c2ccco2)c(=O)[nH]1 (centres undefined)	10%	7%	3.4%	-2.6	64	0.0%	-1%	3.5%	7%	i	12
O=C(NCc1ccc(F)cc1)C1CCN(C(=O)NCc2ccccc2)CC1	0%	8%	0.3%	0.8	103	-0.1%	-10%	1.0%	2%	i	27
Cc1cc(C)n(-c2ccc(C(=O)NC3CCCCC3)cc2)n1	2%	3%	0.7%	-1.2	61	-0.5%	-5%	3.2%	5%	i	48
Cc1oc2cc3oc(=O)c(CC(=O)O)c(C)c3cc2c1-c1ccccc1	-6%	.	-0.2%	0.6	94	-0.4%	5%	2.8%	13%	i	37
CN(C)C(=O)CCc1ccc2c3c([nH]c2c1)[C@]1(CCc2ccccc2)[C@@H](C(=O)N2CCCCC2)C[C@H](CC(=O)NCc2ccco2)C(=O)N1CC3	12%	.	0.1%	2.0	70	.	-6%	.	.	.	.	Dengue-2 NS5 capping pilot replicate=-4.5
COC(=O)c1c(C)[nH]c(C(=O)C(C)OC(=O)c2ccco2)c1C (centres undefined)	6%	.	3.5%	-1.0	80	.	-3%	16%	.	i	54
CCc1ccc(NC(=O)COC(=O)Cn2cnc3ccccc32)cc1	2%	.	1.4%[50 µM]	1.0	63	.	-7%	.	.	.	.
Cc1oc(-c2cccc(Cl)c2)nc1CS(=O)(=O)CC(=O)NCc1ccco1	-8%	0%	-0.1%	-0.5	51	0.1%	-4%	1.6%	6%	i	8
CCOCC(=O)Nc1c(C(=O)Nc2ccccc2OC)oc2ccccc12	8%	-6%	1.3%	17	71	0.4%	-2%	0.0%	1%	i	50
Cc1ccc(NC(=O)c2nc[nH]c2C(=O)N[C@@H](C)c2ccccc2)cc1	16%	-3%	0.7%	38	70	0.0%	-5%	15%	4%	i	17
N#C/C(=C1/CCCCCN1)c1nc2ccccc2[nH]1	10%	-6%	1.7%	-0.1	83	-0.1%	1%	0.7%	1%	i	29
Cc1ccc(S(=O)(=O)N2[C@@H](c3ccc(C(C)(C)C)cc3)C(C(=O)O)=CC[C@H]2c2cccs2)cc1	5%	.	0.0%	5.6	56	.	2%	.	.	i	23	Dengue-2 NS5 capping pilot replicate=0.9
Cc1ccc(C(C)C)c(OCC(=O)Nc2sc3c(c2C#N)CC(C)(C)NC3(C)C)c1	3%	1%	-0.1%	18	52	-0.6%	-6%	-1.1%	22%	i	37
O=C(NCc1ccccc1Cl)c1ccc2c(c1)OCO2	4%	-2%	2.0%[50 µM]	2.6	54	-0.6%	-1%	1.8%	7%	i	73
COc1cccc(C(=O)C2CCCN(C(=O)c3ccccc3Cl)C2)c1 (centres undefined)	10%	5%	0.3%	-1.1	61	-0.1%	-14%	8.6%	15%	i	6
CC1CCN(S(=O)(=O)c2ccc(C(=O)Nc3ncccc3O)cc2)CC1	11%	-6%	0.1%	-0.9	62	-0.1%	-3%	2.4%	7%	i	66
COCCn1nnnc1C(c1cccc(C#N)c1)N1CCCCCC1 (centres undefined)	5%	9%	0.7%	0.1	36	0.3%	2%	0.6%	-4%	i	20
CC(=O)Nc1cccc(NC(=O)CS(=O)(=O)c2cn(CC(=O)N(C(C)C)C(C)C)c3ccccc23)c1	5%	-5%	0.7%[50 µM]	0.5	70	-0.3%	2%	2.2%	28%	i	20
Cc1nc2c(C(=O)N3CCCCC3)cnn2c(C)c1Cc1ccccc1F	1%	-1%	5.5%	-0.8	59	-1.3%	-6%	1.6%	12%	i	24
CCOc1ccc(C(=O)Nc2cc(S(=O)(=O)Nc3ccccc3Cl)ccc2N2CCOCC2)cc1	12%	1%	4.2%[50 µM]	4.3	74	-1.1%	2%	?	-6%	i	30
CCN(CC)S(=O)(=O)c1cccc(C(=O)N[C@H](C(=O)Nc2nc3ccc(F)cc3s2)C(C)C)c1	7%	-5%	2.9%	-3.6	59	-1.0%	-3%	13%	22%	i	57
COc1ccc2c(c1)[nH]c(=O)c1sc3ccccc3c12	3%	-4%	2.2%	2.7	66	0.5%	-6%	10%	25%	i	41
Cc1cc2nn(-c3ccccc3)nc2cc1NC(=O)c1cccs1	7%	40%	1.6%	3.7	52	0.3%	-7%	1.9%	18%	i	24

Among those listed so far, these contain a cyano group.
SMILES	Rac1 GTP hydrolysis	Salmonella PhoP GFP	K1F lysis inhibition	NTR1 agonist	NTR1 agonist cell count 20 µM	West Nile virus CPE	Dengue-2 NS5 capping	RSV CPE inhibition	Large T inhibition	T cell HTS	T cell HTS vesicle-bound %	others
Cc1ccc(S(=O)(=O)N(C)S(=O)(=O)c2ccc(C#N)cc2)cc1	.	-5%	.	1.4	52	-0.7%	.	1.6%	5%	i	26
N#C/C(=C1/CCCCCN1)c1nc2ccccc2[nH]1	10%	-6%	1.7%	-0.1	83	-0.1%	1%	0.7%	1%	i	29
Cc1ccc(C(C)C)c(OCC(=O)Nc2sc3c(c2C#N)CC(C)(C)NC3(C)C)c1	3%	1%	-0.1%	18	52	-0.6%	-6%	-1.1%	22%	i	37
COCCn1nnnc1C(c1cccc(C#N)c1)N1CCCCCC1 (centres undefined)	5%	9%	0.7%	0.1	36	0.3%	2%	0.6%	-4%	i	20

No enrichment for hits; 1.5% or so of the library scored in one or more.
